Source: PubChem (several laboratories)
CatL inh – inhibitors of human cathepsin L; purified cathepsin L, fluorogenic substrate, fluorescence; inhibition, %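 (tested at 10 µM)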; 0.17% of 58,000 active; in the data active = inhibition above about 45%;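 also: 0% = enzyme with no compound and 100% = no enzyme blank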
FXIIa mix inh – blocks human factor XIIa in pooled compound mixtures | 0.2% of 62,000 active | purified FXIIa, fluorogenic substrate | inhibition, % at 5 µM | P00748 | AID 684;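 also: 0% = enzyme without compound and 100% = no enzyme blank; some results filed as inactive read as strong as hits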
FXIa mix inh – blocks human factor XIa in pooled compound mixtures. P03951. purified FXIa, fluorogenic substrate. inhibition, % at 5 µM. 0.19% of 62,000 active. AID 680;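 also: each value is inhibition by a whole ten-compound pool holding the compound; 0% = enzyme with no mixture and 100% = wells lacking enzyme; strong numbers were not always called active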
ROCK2 blocker – ROCK2 (human) kinase inhibition; inhibition, % at 6 µM; AID 604; O75116; 0.35% of 60,000 active; purified ROCK2, Kinase-Glo ATP depletion luminescence;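 active = inhibition above the screen-wide mean inhibition plus 3 SD, cut at about 18% in these data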;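 also: plate controls were DMSO wells for no effect and Y-27632 control wells after no-enzyme background subtraction for full effect; many of its hits are not listed in these tables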
CatG inh – inhibitors of human cathepsin G; P08311; purified enzyme, AMC-tetrapeptide fluorescence, pooled mixtures; inhibition, % at 5 µM (by protocol); 0.2% of 62,000 active; AID 581;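 active = inhibition above 20% in each of the two mixture wells holding the compound; inactive = inhibition of 20% or less in either well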;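 also: 0% = enzyme control without mixture and 100% = blank lacking enzyme; strong numbers were not always called active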
JNK3 inh – JNK3 (human) kinase inhibition; purified JNK3 kinase activity, HTS; P53779; inhibition, % at 8 µM; 0.61% of 60,000 active; in the data active = inhibition above about 17%;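 also: 0% = DMSO and 100% = reference inhibitor; many of its hits are not listed in these tables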
PKA inh – inhibitors of human protein kinase A; inhibition, % at 6 µM; AID 524; PKA Kemptide phosphorylation, Kinase-Glo ATP luminescence; 0.1% of 65,000 active; P17612;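 active = inhibition above the screen-wide mean inhibition plus 3 SD, cut at about 21% in these data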; also: many of its hits are not listed in these tables
CatS block – human cathepsin S inhibition. P25774. recombinant cathepsin S, AMC dipeptide fluorescence, pooled mixtures. inhibition, %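 (tested at 5 µM per compound within 10-compound mixtures)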. 0.06% of 62,000 active; in the data active = inhibition above about 32%, passing the limit was not always enough;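 also: 0% = enzyme without compound and 100% = blank without enzyme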
Target sequence (P25774 115-331 limits assumed): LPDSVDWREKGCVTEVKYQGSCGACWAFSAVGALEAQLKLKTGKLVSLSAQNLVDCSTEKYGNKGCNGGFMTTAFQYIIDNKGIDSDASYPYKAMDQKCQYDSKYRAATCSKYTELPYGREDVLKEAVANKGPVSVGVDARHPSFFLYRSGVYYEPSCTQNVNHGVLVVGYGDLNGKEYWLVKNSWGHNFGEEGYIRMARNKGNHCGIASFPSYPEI
C1s block – human complement C1s inhibition | P09871 | purified C1s, fluorogenic AMC substrate, pooled mixtures | mean inhibition % of two 10-compound mixtures (stronger effect = higher value), % at 5 µM (by protocol) | 0.16% of 62,000 active | AID 538;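 active = inhibition above 20% in each of the two 10-compound mixture wells holding the compound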;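 also: 0% = enzyme wells lacking compound mixture and 100% = no-enzyme blank wells; some compounds called inactive have numbers as strong as hits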
Target sequence (P09871 16-437 limits assumed): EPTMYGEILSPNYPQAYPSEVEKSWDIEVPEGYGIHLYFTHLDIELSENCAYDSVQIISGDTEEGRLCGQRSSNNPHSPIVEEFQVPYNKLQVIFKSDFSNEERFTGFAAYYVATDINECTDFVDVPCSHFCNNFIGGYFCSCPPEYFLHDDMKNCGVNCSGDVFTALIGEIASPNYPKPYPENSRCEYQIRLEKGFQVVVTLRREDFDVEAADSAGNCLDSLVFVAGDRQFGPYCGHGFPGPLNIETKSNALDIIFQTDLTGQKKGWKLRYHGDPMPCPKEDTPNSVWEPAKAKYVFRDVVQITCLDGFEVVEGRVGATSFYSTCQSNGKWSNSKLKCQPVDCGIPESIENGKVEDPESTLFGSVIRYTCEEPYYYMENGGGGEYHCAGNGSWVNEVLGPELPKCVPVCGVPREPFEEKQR
Target sequence (P09871 438-688 limits assumed): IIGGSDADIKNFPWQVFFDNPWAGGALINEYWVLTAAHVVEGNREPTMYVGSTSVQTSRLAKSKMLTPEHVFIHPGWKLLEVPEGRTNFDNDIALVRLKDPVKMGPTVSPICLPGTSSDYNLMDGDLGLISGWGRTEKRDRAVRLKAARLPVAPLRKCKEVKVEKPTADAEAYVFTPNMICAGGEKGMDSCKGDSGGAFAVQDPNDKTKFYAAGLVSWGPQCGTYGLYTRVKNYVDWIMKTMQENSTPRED
An asterisk follows results filed as active; . = not tested or not shown. Rule as the data show it, unless noted: active = inhibition above about 20% (passing the limit was not always enough); inactive = the rest.

SMILES	CatL inh	FXIIa mix inh	FXIa mix inh	ROCK2 blocker	CatG inh	JNK3 inh	PKA inh	CatS block	C1s block
CC(C)(C)C1=Nn2c(nnc2-c2n[nH]c3c2CCC3)SC1	-0.7	5.5	11.8	-7.1	2.2	-0.5	-4.0	-1.6	3.5
Cc1ccc(N(CC(=O)NCc2ccncc2)S(C)(=O)=O)cc1Cl	-2.1	12.0	2.3	1.3	10.0	3.0	6.1	0.3	6.3
CC(=O)Nc1cccc(-c2nnc(SCC(=O)N3CCCCC3)n2C)c1	-6.6	6.3	-16.0	5.5	-9.7	2.1	9.0	-13.8	-53.2
O=C(c1ccc2nc(N3CCOCC3)sc2c1)N1CCC2(CC1)OCCO2	8.4	6.2	11.6	1.4	0.5	1.4	-2.2	18.8	-7.2
COc1ccc2c(Cl)c(C(N)=O)sc2c1	-7.1	5.6	6.0	50.2*	1.1	18.4*	28.6*	0.8	2.1
Cc1cccc(NC(=O)C2CCCN(S(=O)(=O)c3cccc4cccnc34)C2)c1 (centres undefined)	.	1.8	-3.7	3.2	8.0	6.1	2.1	7.1	-18.6
O=C(CN(c1ccc2c(c1)OCCO2)S(=O)(=O)c1ccccc1)NCc1ccco1	13.4	-2.7	9.5	-0.5	12.0	-0.1	-2.1	12.7	13.9
CSc1ccc(-c2c(C#N)c(N)nc3c2CCCC3)cc1	-21.0	6.1	4.2	1.3	-2.4	7.1	5.5	1.5	-10.0
CCCN(CCC)CCCNS(=O)(=O)c1cc(Br)cc2c1N(C(C)=O)CC2	-4.8	8.6	7.3	3.9	9.8	-8.5	9.1	-4.2	10.9
CCCCNC(=O)c1cccc(C(=O)NCCCC)c1	28.1	3.8	4.2	-2.1	8.0	2.6	6.6	3.0	9.1

Compounds shown so far that have a carbonyl joined to an NH by a bond outside any ring (six):
SMILES	CatL inh	FXIIa mix inh	FXIa mix inh	ROCK2 blocker	CatG inh	JNK3 inh	PKA inh	CatS block	C1s block
Cc1ccc(N(CC(=O)NCc2ccncc2)S(C)(=O)=O)cc1Cl	-2.1	12.0	2.3	1.3	10.0	3.0	6.1	0.3	6.3
CC(=O)Nc1cccc(-c2nnc(SCC(=O)N3CCCCC3)n2C)c1	-6.6	6.3	-16.0	5.5	-9.7	2.1	9.0	-13.8	-53.2
COc1ccc2c(Cl)c(C(N)=O)sc2c1	-7.1	5.6	6.0	50.2*	1.1	18.4*	28.6*	0.8	2.1
Cc1cccc(NC(=O)C2CCCN(S(=O)(=O)c3cccc4cccnc34)C2)c1 (centres undefined)	.	1.8	-3.7	3.2	8.0	6.1	2.1	7.1	-18.6
O=C(CN(c1ccc2c(c1)OCCO2)S(=O)(=O)c1ccccc1)NCc1ccco1	13.4	-2.7	9.5	-0.5	12.0	-0.1	-2.1	12.7	13.9
CCCCNC(=O)c1cccc(C(=O)NCCCC)c1	28.1	3.8	4.2	-2.1	8.0	2.6	6.6	3.0	9.1

(cont.)
SMILES	CatL inh	FXIIa mix inh	FXIa mix inh	ROCK2 blocker	CatG inh	JNK3 inh	PKA inh	CatS block	C1s block
O=C(/C=C/Nc1ccccc1Br)c1ccccn1	6.0	-18.7	9.7	.	32.4	.	.	9.9	-3.7
CCN(C(=O)c1cn(CC)c(=O)c2cc(OC)c(OC)cc12)c1ccccc1C	17.5	6.7	1.4	11.2	-0.3	4.9	0.9	12.5	2.3
Cc1ccc2c(c1)NCCO2	16.1	2.5	-0.3	.	8.4	.	6.1	7.5	1.3
Cc1nn2c(-c3ccc(Cl)cc3)nnc2s1	7.0	.	.	0.3	.	-2.9	-1.6	.	.
COc1cc(OC)cc(C(=O)NC(C(=O)NCCN(C)C)C23CC4CC(CC(C4)C2)C3)c1 (centres undefined)	15.7	10.5	-0.1	-2.6	2.7	-7.2	-1.2	-1.0	-9.5
Cc1noc(C)c1CSc1ccccc1C(=O)N1CCN(c2ccccc2)CC1	6.5	3.5	-8.6	.	-3.6	.	1.0	-0.6	-42.8
COC(=O)C(C#N)C(=C1C(=O)CC(C)(C)CC1=O)c1ccc(O)cc1 (centres undefined)	2.8	3.1	7.8	0.3	7.5	-1.3	6.0	2.6	4.4
Cc1ccc(S(=O)(=O)N2CCC(C(=O)N[C@@H](C)C(=O)NCC3CCCO3)CC2)cc1 (some centres undefined)	6.0	1.0	2.9	.	11.2	.	2.3	2.7	4.3
C=CCOC(=O)c1[nH]c2c(c1C)C(=O)CC(c1ccco1)C2 (centres undefined)	14.2	10.7	3.8	2.5	5.0	-0.4	9.0	2.9	-6.6
COc1cc(C(=O)OCCN2CCOCC2)ccc1O	-15.2	-1.5	5.7	4.1	6.3	7.2	4.4	-8.8	8.5
Cc1oc(-c2ccc3c(c2)OCCO3)cc1C(=O)NC(CCC(=O)O)C(=O)O (centres undefined)	-2.2	0.6	5.2	2.3	-0.9	-2.1	3.9	15.4	-36.3
CC(C)(C)n1ncc2c(=O)n(CC(=O)OCc3ccccc3)cnc21	.	7.1	1.6	2.7	6.9	8.4	7.9	-6.6	0.2
Clc1ccc(Sc2oc(/C=N/n3cnnc3)cc2Br)cc1	-3.6	-18.2	-27.1	-1.9	-11.0	-8.0	-0.8	-15.9	-146.9
O=C(Nc1nccs1)c1nc(-c2ccccc2)n(-c2ccccc2)n1	-4.1	0.9	3.2	2.6	9.6	-0.5	1.3	4.7	13.3
CC(=O)N1c2c(cc(Br)cc2S(=O)(=O)N2CCN(C(=O)c3ccco3)CC2)CC1C (centres undefined)	15.5	3.4	-4.6	.	10.4	.	4.8	22.1	1.0
O=S(=O)(NCc1ccccc1)c1cnc[nH]1	4.0	-9.0	12.6	6.1	8.6	5.3	10.4	1.1	10.4
Cc1ccccc1N=C1Nc2ccccc2CS1	26.4	-17.3	14.7	0.6	13.7	-1.6	-2.7	14.6	18.0
CCn1c(CSc2nc(C)cs2)nc2cc(S(=O)(=O)N(C)C)ccc21	21.3	-2.1	-1.9	4.1	11.4	-2.2	10.1	2.7	6.3
Cn1c(=O)n(Cc2ccccc2F)c2ccccc21	9.8	7.2	2.5	-3.8	-7.6	6.9	5.8	2.8	-38.2
Cc1cc(NC(=O)CSc2nc3ccsc3c(=O)n2NC(=O)c2ccccc2)no1	0.3	5.9	-3.2	.	-7.2	.	-2.8	8.6	-38.8
COc1cccc(NC(=O)NC2(C(F)(F)F)Oc3ccccc3O2)c1	0.2	3.8	-9.5	.	-7.9	.	7.9	-16.1	-15.7
COC(=O)c1c(C)oc2ccc(NS(=O)(=O)c3cc(OC)ccc3OC)cc12	-8.7	11.3	-3.9	1.8	1.4	1.2	0.2	-12.9	-61.1
CCOc1cc2c(C#N)c(N3CCOCC3)nc(N)c2c(N)n1	-22.9	8.2	7.2	1.5	-0.9	5.2	1.5	-1.9	-4.1
COc1ccc(CN(Cc2cc3cc4c(cc3[nH]c2=O)OCO4)C(=O)NC2CCCCC2)cc1	-24.3	-5.6	-0.4	2.3	1.4	1.8	5.5	-11.3	-10.5
CC(=O)c1cccc(NC(=O)C2CCCN(S(=O)(=O)c3ccc(F)cc3)C2)c1 (centres undefined)	-1.5	9.4	0.9	5.9	5.5	5.5	4.5	-1.7	2.2
CCC(=O)N1c2ccccc2-c2nnc(SC)nc2OC1c1ccc(N(C)C)cc1 (centres undefined)	.	10.8	8.2	-2.3	2.9	-7.0	-7.4	-1.8	4.0
Cc1cc(C(=O)N2CC(C)CC(C)C2)n(-c2ccccc2)n1 (centres undefined)	.	2.5	5.5	8.1	-7.5	6.5	4.0	-5.2	16.3
OC(C#Cc1ccccn1)c1cccs1 (centres undefined)	5.1	2.9	9.0	3.2	8.5	-12.5	4.2	12.0	4.0
Cc1ccc(CNC(=O)CN(C)S(=O)(=O)c2cccc3cccnc23)cc1	-2.2	6.4	5.9	4.7	7.6	-0.9	6.9	-3.0	10.0
CCC(=O)Nc1ccc(OC)cc1OC	23.9	0.4	3.4	6.0	16.3	-3.4	7.2	1.0	22.2
COCCCNC(=O)CS(=O)(=O)Cc1nc(-c2cccc(OC)c2)oc1C	-3.0	1.9	1.1	2.5	11.2	2.3	-1.8	-15.6	7.6
O=C(Nc1ccccc1)c1ccc(F)c(S(=O)(=O)N2CCOCC2)c1	2.5	9.0	-2.1	3.9	7.7	-3.1	4.2	9.3	4.7
Cc1cc(NS(=O)(=O)c2ccc(NC(=O)CCCC(=O)O)cc2)nc(C)n1	8.7	7.8	1.6	4.4	11.1	-4.0	3.4	2.5	13.2
COCCN(C(=O)CNC(=O)c1ccco1)C(C(=O)NC1CCCCC1)c1cccc(OC)c1 (centres undefined)	6.5	-19.9	3.9	5.2	9.0	-0.2	12.4	4.3	7.4
COC(=O)CC1Sc2ccccc2NC1=O (centres undefined)	4.1	-15.4	11.4	4.6	1.4	2.8	7.4	10.9	1.4
Cc1nc(S(=O)(=O)N(C)c2ccccc2)c(C#N)c(C)c1Cl	17.2	2.6	-9.2	7.1	-0.8	0.5	9.3	-3.5	-59.0
O=C(NCCOc1ccc(Cl)cc1)C1CC(=O)N(c2ccc(F)cc2)C1 (centres undefined)	2.7	-1.2	0.7	4.8	3.9	-1.1	8.1	5.5	-6.2
O=S(=O)(c1cccc2nsnc12)N1CCN(c2ncccn2)CC1	28.4	7.8	4.3	3.2	10.4	-0.4	11.0	6.7	4.4
COC(=O)c1cc2sccc2n1Cc1ccc(C)cc1	.	-3.2	-0.7	.	11.3	.	2.0	-2.3	14.6
Cn1nnnc1SCCOc1ccc(C#N)cc1	18.3	0.2	-4.4	-1.9	-4.6	-8.3	-2.9	1.2	-24.0
CCCn1c(Sc2nnnn2-c2ccccc2)n[nH]c1=O	3.7	-0.7	-2.6	3.0	-0.4	1.4	9.2	9.3	6.3
CCOC(=O)c1cccc(NC(=O)CSc2nnnn2CC)c1	6.9	6.3	6.6	1.4	2.5	-0.2	3.4	3.3	0.8
CCn1c(=O)cc(OCC(=O)N2CCN(c3cccc(C(F)(F)F)c3)CC2)c2ccccc21	14.2	0.0	5.7	7.1	-3.1	-0.9	-0.7	3.9	-4.0
CCOC(=O)c1ccc(N2C(=O)CC(N3CCC(O)(c4ccc(Cl)cc4)CC3)C2=O)cc1 (centres undefined)	8.6	-6.6	4.0	-1.5	-1.0	5.7	-3.8	3.0	-4.8
CC1(C)CC(CC(=O)O)(c2ccccc2)CCO1 (centres undefined)	-5.6	-2.7	3.4	2.1	9.1	1.1	-0.6	-8.0	15.6
Cc1cc(=O)[nH]c(-c2ccccc2O)n1	.	.	.	1.8	.	-0.6	0.1	.	11.9
Cc1ccccc1-n1c(=O)cc(N2CCc3ccccc3C2)[nH]c1=O	4.1	21.5	-0.4	.	9.6	.	8.6	-3.7	0.8
CCN(CCNC(=O)C1CCCN(S(=O)(=O)c2cnc[nH]2)C1)c1ccccc1 (centres undefined)	0.1	3.1	11.6	4.8	14.4	-1.1	-2.0	1.3	15.6
CCCCC(=O)Nc1ccc2c(c1)nc1n2CCSC1	5.3	2.4	1.7	0.9	3.2	-19.0	2.5	-2.3	3.9
CC(=O)N(c1ccc(C(C)C)cc1)C1C=CS(=O)(=O)C1 (centres undefined)	17.7	7.8	7.7	-3.3	15.2	-7.9	-0.7	7.7	9.7

The list continues.
SMILES	CatL inh	FXIIa mix inh	FXIa mix inh	ROCK2 blocker	CatG inh	JNK3 inh	PKA inh	CatS block	C1s block
CCC(CC)C(=O)NCc1ccc2c(c1)cc(C)n2C	32.5	0.4	9.8	-1.9	10.8	-0.3	-4.5	7.0	19.4
CCOC(=O)Cc1nnc(NC(=O)CSc2nncn2C)s1	.	12.4	2.3	-2.8	6.1	0.0	-2.5	2.8	-7.4
COc1ccc(S(=O)(=O)N2CCCN(CC(=O)Nc3cc(NC(C)=O)ccc3OC)CC2)cc1	0.4	11.4	5.9	3.7	6.4	0.3	0.3	2.0	2.4
O=C(NC1CCCCC1)c1ccc(S(=O)(=O)NCc2ccco2)cc1	.	-16.0	5.0	4.1	10.3	1.4	4.4	-4.1	9.2
CCCC(=O)Nc1ccc(N2CCN(C(=O)c3ccccc3C)CC2)cc1	-6.0	-16.8	5.3	4.8	9.8	3.3	11.4	1.1	14.2
Cc1noc(C(=O)Nc2c(C)nn(Cc3ccccc3)c2C)c1Cl	16.2	6.5	-2.3	-0.8	9.9	3.4	8.5	0.0	15.5
